Hsp70 displacement = Hsp70 inhibitors, probe displacement, primary screen, biochemical, fluorescence polarization (AID 583) | Hsp70 fluorescence polarization probe displacement, mP; higher % means a stronger effect | 140,000 tested, 0.06% active | displacement, % at 20 µM; hits with a dose series show IC50 in µM; in the data active means displacement above about 50%;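 further: plate controls were vehicle for no effect and reference ligand for full effect; a part of the inactive calls stands beside numbers as strong as those of hits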
MKP-3 inhibition = inhibition of rat DUSP6 enzyme activity – biochemical, in vitro, primary screen (AID 425); inhibition, % at 20 µM; hits with a dose series show IC50 in µM; 110,000 tested, 0.17% active; recombinant MKP-3 phosphatase activity, fluorescence; higher % means a stronger effect; in the data active means inhibition above about 50%;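 further: plate controls were vehicle for no effect and reference inhibitor for full effect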
Starred values were filed as active, the others as inactive; / = no result given; & = joins results of further samples.

MKP-3 inhibition	Hsp70 displacement	structure
1.2%	0.4%	COc1ccc(S(=O)(=O)Nc2ccc(NS(=O)(=O)c3ccc(OC)cc3)c3ccccc23)cc1
0.7%	-2.4%	COC(=O)c1[nH]c2ccc(C)cc2c1NC(=O)CN1CCN(C(=O)c2ccccc2)CC1
/	3.2%	COc1ccc(CNC(=O)CN2C(=O)C(C)N(c3ccc(C)cc3)C2=O)cc1 (stereo not drawn)
-1.9%	-4.5%	CN(C)CCCN(C(=O)c1cccs1)c1nc(-c2ccccc2)cs1
-1.4%	-2.3%	Cc1cc(OCC(=O)Nc2ccccc2[N+](=O)[O-])cc(C)c1Cl
-4.5%	6.0%	O=C(OCC#CCSc1nnc(-c2ccccc2)o1)c1ccco1
3.3%	4.6%	O=C(c1nn2cccnc2c1Cl)N1CCN(c2ccccc2)CC1
-1.4%	2.5%	CN1C(=O)/C(=C2/C=Cc3ccccc3N2CCCS(=O)(=O)O)SC1=S
-6.6%	1.4%	CC(C)(C)c1nc(NCCN2CCOCC2)c2nnn(Cc3ccccc3Cl)c2n1
/	3.2%	CN(C)c1ccc(NC(=O)c2cn(-c3ccccc3)nc2-c2cccs2)cc1
-2.1%	1.3%	CCOC(=O)C(C(=O)OCC)C1OC(=O)c2cc3c(cc21)C(=O)OC3C(C(=O)OCC)C(=O)OCC (stereo not drawn)
-2.4%	0.5%	COC(=O)CCC(=O)Nc1ccc(C)cc1C
/	2.1%	COc1ccc(NC(=O)NCc2ccncc2)c(OC)c1
-3.4%	1.6%	Clc1ccccc1C1=Nn2c(nnc2-c2ccncc2)SC1
/	-4.6%	CCC(C)[C@H](NC(=O)OC(C)(C)C)C(=O)N/N=C/C1=Cc2ccccc2OC1 (stereo partly drawn)
/	1.6%	COCCNC(=O)Cn1c(=O)n(C)c2ccccc21
-0.7%	-4.3%	Clc1ccc(CN2CCN(C3CCN(Cc4ccccc4)CC3)CC2)cc1
/	-4.9%	COc1ccc(NC(=O)c2cccc(N3C(=O)NC4CC3(C)Oc3ccccc34)c2)cc1 (stereo not drawn)
15.6%	30.1%	CCn1c(SC(C)C(=O)O)nc2sc3c(c2c1=O)CCC3 (stereo not drawn)
/	5.3%	CCN(CC)S(=O)(=O)c1cccc(-c2cn3cc(C)ccc3n2)c1
1.7%	-2.2%	Cc1cc(C)nc(SCC(=O)N(c2ccccc2)c2ccccc2)n1
5.3%	-0.5%	COC(=O)c1[nH]c2cc(OC)ccc2c1N
2.5%	-0.4%	COc1cccc(OC)c1C(=O)Nc1nc2ccc(S(C)(=O)=O)cc2s1
-0.7%	/	Cc1cc2c3nonc3ccc2n1-c1ccccc1
/	-0.2%	O=S(=O)(NC1CCCCC1)c1ccc(F)c2ccccc12
-1.9%	-4.1%	CC(=O)c1c(C)oc2ccc(NS(=O)(=O)c3ccccc3C)cc12
2.4%	3.2%	O=C(O)CCCC(=O)Nc1ccc(Br)cc1C(=O)O
-6.7%	0.2%	CCCn1c(SCC(=O)c2cc(OC)ccc2OC)nnc1C(C)C
/	1.7%	CN(C)S(=O)(=O)c1ccc(Cl)c(C(=O)NCc2ccco2)c1
3.9%	2.7%	O=C1C=CC(=O)N1c1ccc(Cl)cc1[N+](=O)[O-]
-0.9%	0.3%	Cc1cc(=O)n2[nH]c(-c3cccc(F)c3)cc2n1
-5.6%	0.5%	COCC(C)n1c(SCC(=O)N2CCCCC2)nc2ccccc2c1=O (stereo not drawn)
/	5.8%	O=C(O)Cc1ccc(C(=O)c2ccccc2)s1
2.9%	-0.9%	COc1ccc(S(=O)(=O)Nc2ccccc2OC)cc1
-6.9%	-0.7%	Oc1ccc(C=Nc2cccc3ncccc23)c(O)c1
-6.3%	3.6%	O=c1n(Cc2c(F)cccc2Cl)c2ccccc2n1Cc1c(F)cccc1Cl
5.5%	2.3%	O=C(c1ccco1)N1CCN=C1SCc1c(F)cccc1Cl
6.6%	-3.8%	O=C(NC1CCCCCC1)c1cccc(N2CCCC2=O)c1
0.7%	-0.8%	COc1cc(/C=C2/SC(=S)N(c3ccccc3)C2=O)ccc1OC(=O)c1cccc(C)c1
-6.3%	0.4%	O=C(OCc1nnc(-c2ccccc2)o1)C1CCN(S(=O)(=O)c2cccs2)CC1

Some of these compounds in order of length of the SMILES, ascending.
MKP-3 inhibition	Hsp70 displacement	structure
3.9%	2.7%	O=C1C=CC(=O)N1c1ccc(Cl)cc1[N+](=O)[O-]
-0.7%	-4.3%	Clc1ccc(CN2CCN(C3CCN(Cc4ccccc4)CC3)CC2)cc1
-1.9%	-4.1%	CC(=O)c1c(C)oc2ccc(NS(=O)(=O)c3ccccc3C)cc12
-1.4%	-2.3%	Cc1cc(OCC(=O)Nc2ccccc2[N+](=O)[O-])cc(C)c1Cl
2.5%	-0.4%	COc1cccc(OC)c1C(=O)Nc1nc2ccc(S(C)(=O)=O)cc2s1
-6.6%	1.4%	CC(C)(C)c1nc(NCCN2CCOCC2)c2nnn(Cc3ccccc3Cl)c2n1
0.7%	-0.8%	COc1cc(/C=C2/SC(=S)N(c3ccccc3)C2=O)ccc1OC(=O)c1cccc(C)c1

Additional results:
MKP-3 inhibition	Hsp70 displacement	structure
-0.8%	-4.0%	Cc1cc2ccccc2c(=O)n1CC(=O)NCC(=O)N1CCCC1
/	2.8%	COc1ccc(-c2nnc(SCC(=O)N3CCCC3)o2)cc1OC
2.2%	0.2%	COc1ccc2nc(SCC(=O)N3CCCCCC3)c(C#N)cc2c1
-3.3%	-7.8%	COc1ccc(N(Cc2cc3cc(OC)ccc3[nH]c2=O)C(=O)c2cccnc2)cc1
2.4%	-3.8%	CCOC(=O)c1ccc(N2C(=O)c3n[nH]c(C)c3C2c2cccnc2)cc1 (stereo not drawn)
/	1.3%	COc1cccc(C(=O)NCc2nnc(SCC(=O)Nc3nccs3)n2-c2cccc(C)c2)c1
3.1%	-5.4%	Cc1cc(NC(=O)c2cc(I)ccc2Cl)ccc1NC(=O)c1ccccc1
-5.6%	9.7%	C=CCn1c(COc2ccccc2)nnc1SCC(=O)Nc1ccc(S(N)(=O)=O)cc1
3.1%	0.6%	O=C(CSc1nnc(NCc2ccccc2)s1)c1ccco1
-7.1%	0.9%	Cc1ccc2cc(CCNC(=O)CC(C)C)c(=O)[nH]c2c1
/	0.0%	O=C(Nc1cccc(O)c1)c1cnn2cccnc12
1.5%	1.1%	CCOC(=O)c1c(C)n(CC(O)c2ccc([N+](=O)[O-])cc2)c2c1cc(O)c1ccccc12 (stereo not drawn)
3.3%	-3.2%	CCOc1ccccc1NC(=O)c1c(NC(=O)c2ccccc2F)sc2c1CCCC2
/	0.5%	CC1CC(C)(C)N2C(=O)C3(Nc4ccccc4S3)c3cccc1c32 (stereo not drawn)
-5.4%	2.5%	C/C(O)=C\c1nc(=O)c2c(C)cc(C)nc2n1-c1ccccc1
3.4%	-0.6%	CS(=O)(=O)N(Cc1ccc(C(=O)N2CCc3ccccc3C2)cc1)c1ccccc1

Full records from above. Order of screens: MKP-3 inhibition, Hsp70 displacement
Record of `CC1CC(C)(C)N2C(=O)C3(Nc4ccccc4S3)c3cccc1c32` (stereo not drawn) → /, 0.5%
Record of `Cc1ccc2cc(CCNC(=O)CC(C)C)c(=O)[nH]c2c1` → -7.1%, 0.9%
Record of `CS(=O)(=O)N(Cc1ccc(C(=O)N2CCc3ccccc3C2)cc1)c1ccccc1` → 3.4%, -0.6%
Record of `CCOc1ccccc1NC(=O)c1c(NC(=O)c2ccccc2F)sc2c1CCCC2` → 3.3%, -3.2%

New compounds follow
MKP-3 inhibition	Hsp70 displacement	structure
/	0.5%	CC(C)(NC(=O)N1CCOCC1)c1cccc(C(C)(C)NC(=O)N2CCOCC2)c1
-0.8%	0.8%	COc1cc(/C=N/NC(=O)COc2cccc(C)c2)ccc1OC(=O)c1ccco1
1.3%	2.7%	Cc1nnc(N/N=C/c2ccc(C(=O)O)cc2)[nH]c1=O
2.6%	-3.5%	CC(Oc1ccccc1)C(=O)Nc1cccc(Br)c1 (stereo not drawn)
/	1.2%	CC(C)Cn1c(-c2cccs2)nc2ccccc21
1.8%	-1.1%	Cc1c(N2C(=O)c3cccc([N+](=O)[O-])c3C2=O)c(=O)n(-c2ccccc2)n1C
5.9%	-1.6%	O=C(NC(=S)Nc1cc(C(F)(F)F)ccc1Cl)c1ccc(Cl)cc1
0.3%	3.3%	O=C1CC(N2CCN(CCO)CC2)C(=O)N1c1ccc(Cl)cc1 (stereo not drawn)
4.5%	-2.8%	CC1=Nc2ccc(C)cc2N(Cc2ccccc2)C(=O)C1
-10.7%	-1.9%	CCN(CC)CCN=CC1=C(O)CNC1=O
1.1%&1.2%	2.5%&-3.5%	COC(=O)CN(c1ccc(F)cc1)S(=O)(=O)c1ccccc1
4.3%	-2.2%	N#CCCn1nc(-c2ccccc2)cc1Nc1ccccc1NC(=O)c1cccs1
-4.7%	-3.1%	Cc1ccc(-c2noc(C3CCCN(C(=O)C4CCCCC4)C3)n2)o1 (stereo not drawn)
-5.2%	3.5%	O=C(NCc1ccc(Cl)cc1)c1ccc(COCC(F)(F)F)o1
2.4%	-4.5%	COc1cccc(-c2nn3c(-c4cc(C)[nH]n4)nnc3s2)c1
1.1%	4.8%	COc1cccc(C2/C(=C(/O)c3ccc(F)cc3)C(=O)C(=O)N2CCN(C)C)c1 (stereo not drawn)
2.6%	0.6%	CCOC(=O)/C(C#N)=C1\C(=O)Nc2ccccc21
-4.9%	-3.4%	COc1cc(/C=c2/sc3nc4ccccc4n3c2=O)cc(Br)c1OCc1ccccc1
/	1.8%	C=CCn1c(=O)c2ccccc2n2c(SCC(N)=O)nnc12
3.0%	-6.4%	CC(=O)Oc1cccc(C(=O)Nc2ccc3c(c2)C(=O)N(c2ccccc2)C3=O)c1
9.3%	-1.9%	Cc1c(C(=O)OCc2cc(=O)n3cc(Br)ccc3n2)oc2ccccc12
-3.1%	1.0%	Cc1ccc(C)c(C(=O)NCc2ccncc2)c1
/	-5.4%	CC(C)(C)N1CC(c2nc3ccccc3n2Cc2ccccc2)CC1=O (stereo not drawn)
0.4%	0.9%	COCCNC(=O)CC(NS(=O)(=O)c1ccc(NC(C)=O)cc1)C(C)C (stereo not drawn)
-6.2%	/	COc1cc(C(=O)N2CCN(c3ccc(C)cc3C)CC2)cc(OC)c1OC
0.5%	3.6%	CCc1nn2c(N)c(/C=C3/C=Nc4ccccc43)c(=O)nc2s1
0.7%	-3.4%	CCOC(=O)COc1ccc(/C=C2\C(=O)NC(=O)N(c3ccc(OC)cc3)C2=O)cc1OC
/	-3.0%	CCC(C)[C@H](NC(=O)NCCCc1ccccc1)C(=O)OC (stereo partly drawn)
-3.3%	6.3%	CN1C(=O)NC2C1N(S(C)(=O)=O)CCN2S(C)(=O)=O (stereo not drawn)
-4.3%	/	CCOc1cc(C2C(C(=O)c3ccc(C)cc3)=C(C(=O)OC)Nc3nnnn32)ccc1O (stereo not drawn)
0.5%	1.5%	FC(F)(F)c1cc(-c2cccs2)c2nncn2n1
-7.2%	-0.2%	COC(=O)C1=C(C)N(c2ccc(F)c(Cl)c2)C(=O)C1
6.9%	-1.7%	CCN(CC)C(=O)c1scc2c1OCCO2
-2.2%	-0.6%	Cc1oncc1C(=S)Nc1ccccc1
3.8%	-6.9%	Oc1[nH]c2ccccc2c1C1=NCCCC1
/	5.3%	CCOc1ccc(CCNC(=O)c2ccc(N3CCCC3=O)cc2)cc1OCC
9.0%	4.4%	Cc1cc(C)c(NC(=O)Cn2c(=O)n(Cc3ccco3)c(=O)c3ccccc32)c(C)c1
-1.8%	3.8%	COC(=O)C1=C(C)NC2=C(C(=O)c3ccccc32)C1c1ccc(I)o1 (stereo not drawn)
-1.7%	1.1%	COc1cc(/C=N/N2C(=O)CSC2=S)ccc1OCCOc1ccc(C(C)(C)C)cc1
1.3%	-2.7%	CC(Oc1ccccc1)C(=O)N1CCN(c2ccc(F)cc2)CC1 (stereo not drawn)
4.3%	-3.5%	O=C(CSc1nc2sc3c(c2c(=O)[nH]1)CCCC3)NCc1ccccc1
-0.6%	4.3%	Cc1ccc(N2C(=O)NC(=O)/C(=C\c3sccc3C)C2=O)cc1
-3.7%	-30.0%	COc1ccc(-c2nc3cc(NC(=O)Cc4ccc(OC)c(OC)c4)ccc3o2)cc1
2.3%	74.3%	CCCCCCc1cc2cc(C(=O)NC)c(=N)oc2cc1O
3.2%	4.3%	O=C(Nc1ccc(Oc2ccccc2)cc1)c1ccc(Cl)cc1[N+](=O)[O-]
0.7%	3.9%	Cc1ccc(C2CC(C(F)(F)F)n3ncc(C(=O)Nc4cccc(Cl)c4)c3N2)cc1 (stereo not drawn)
/	5.5%	O=c1[nH]cnc2c1ncn2[C@@H]1O[C@H](CO)[C@@H](O)[C@H]1O
-1.6%	6.4%	COc1ccc(C(=O)Nc2cc(Cl)ccc2Cl)cc1NC(C)=O
1.4%	0.6%&3.8%	COC(=O)c1cnn2c(C(F)(F)F)cc(-c3ccccc3)nc12
/	2.9%	Cc1nonc1OCC(C)(COc1nonc1C)NC(=O)c1ccc(Cl)cc1
-7.9%	0.2%	COc1ccc(C(=O)n2ccc(C)n2)cc1Br
-0.7%	3.3%	COC(=O)c1ccc(-c2ccc(/C=C3/SC(=S)N(c4ccccc4)C3=O)o2)cc1
/	9.9%	COc1ccc(C(=O)Cc2ccc(OC)c(OC)c2)c(OC)c1
2.8%	0.2%	COCCOC(=O)c1c(C)oc2ccc(OCC(=O)C(C)(C)C)cc12
-8.4%	-8.1%	CCn1c(=O)cc(SCC(=O)N2CCCCC2)c2ccccc21
-0.2%	-2.9%	CCc1c(C)sc(NC(=O)CCc2ccc(OC)cc2)c1C#N

The list continues.
MKP-3 inhibition	Hsp70 displacement	structure
/	-0.4%	O=C1CC(=C2c3ccccc3-c3ccccc32)C(=O)N1CCCCN1CCN(c2ccccc2)CC1
/	0.3%	O=[N+]([O-])c1ccc(Cl)cc1Sc1nc2ccccc2o1
/	8.0%	Cc1cc(C)n(-c2ccc(C(=O)OCC(=O)Nc3ccc(S(=O)(=O)N4CCCCC4)cc3)cc2)n1
-4.7%	1.9%	Cc1cc(=O)oc(C)c1C(=O)NCc1ccccn1
5.6%	-0.2%	NNc1cc(-c2ccccc2O)nc(-c2ccccc2)n1

Not all compounds are listed (hit frequency here may not be typical).
